OPRM1-OPRD1 inv – mu-delta opioid heterodimer inverse agonism; P35372+P41143; cell-based MOR-DOR heterodimer luminescence; inhibition, % at 9.3 µM; 340,000 tested, 0.21% active; AID 504357; in the data active = inhibition above about 22%, passing the limit was not always enough;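 also: 0% = cells with DMSO and 100% = wells without cells with DMSO; values of inactives mirror those of a sister screen read the other way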
Target sequence (P35372 whole entry, looked up): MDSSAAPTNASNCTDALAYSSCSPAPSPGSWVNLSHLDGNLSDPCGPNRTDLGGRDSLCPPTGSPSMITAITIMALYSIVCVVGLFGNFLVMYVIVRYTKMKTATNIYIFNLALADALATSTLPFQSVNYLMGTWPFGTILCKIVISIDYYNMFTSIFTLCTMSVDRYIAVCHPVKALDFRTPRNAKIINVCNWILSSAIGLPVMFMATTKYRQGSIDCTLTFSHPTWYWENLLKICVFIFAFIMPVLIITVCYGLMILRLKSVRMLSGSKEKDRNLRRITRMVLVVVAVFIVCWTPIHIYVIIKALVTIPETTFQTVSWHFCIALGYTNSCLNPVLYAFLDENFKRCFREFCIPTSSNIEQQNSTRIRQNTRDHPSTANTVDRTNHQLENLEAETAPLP
Target sequence (P41143 whole entry, looked up): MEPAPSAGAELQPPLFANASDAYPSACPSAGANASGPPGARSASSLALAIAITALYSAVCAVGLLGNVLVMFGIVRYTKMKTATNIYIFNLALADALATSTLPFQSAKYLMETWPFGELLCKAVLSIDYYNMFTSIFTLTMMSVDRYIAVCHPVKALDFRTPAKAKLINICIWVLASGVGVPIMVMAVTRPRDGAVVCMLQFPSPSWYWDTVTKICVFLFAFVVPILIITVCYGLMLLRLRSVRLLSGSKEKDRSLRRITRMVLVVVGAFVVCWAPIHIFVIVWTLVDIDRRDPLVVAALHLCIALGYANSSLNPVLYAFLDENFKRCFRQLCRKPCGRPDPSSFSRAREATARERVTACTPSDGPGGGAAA
PfHsp90 yeast 2 – reduces growth (ATP signal) of yeast expressing P. falciparum Hsp90; S. cerevisiae expressing PfHsp90, BacTiter-Glo ATP, 48 h; yeast lacking PDR1 and PDR3 efflux regulators; inhibition, % at 9.4 µM; 310,000 tested, 0.32% active;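 active = every replicate shows inhibition above about 80%, whatever the replicate mean, limit read from the data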;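 also: 0% = DMSO neutral controls and 100% = 20 µM radicicol positive controls; yeast relying on Plasmodium falciparum Hsp90 in place of its own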
SUMO Mot1 rescue – SUMOylation pathway inhibition by Mot1-301 growth rescue; S. cerevisiae Mot1-301 growth rescue, ATP luminescence, 38.5C; percent above DMSO median, 100 means doubled; growth rescue, % at 18.8 µM; 320,000 tested, 1% active; AID 2716;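 active = every valid replicate shows activation above 250% relative to neutral control wells; inactive = the rest, any valid replicate at or below 250%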;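 also: OY570 slx delta 5 strain wells were the positive control but not used for scaling; some compounds called inactive have numbers as strong as hits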
PKA-R2B activ – PKA-R2B complex activation. P22694+P31323. PKA-R2B holoenzyme dissociation, Cy5-IP20 fluorescence polarization; R2B truncated from residue 108, S112A mutant; 0% DMSO only, 100% 113 µM cGMP. activation, % at 11.4 µM. 340,000 tested, 0.079% active. AID 504700;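 active = activation above a cutoff set at the mean over all compounds plus 3 SD, cut at about 18% in these data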;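 also: higher means more holoenzyme dissociation and a rise in polarization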
phage Ecoli inh – E. coli growth loss with phage present. growth absorbance. inhibition, % at 11.9 µM. 360,000 tested, 0.26% active; in the data active = inhibition above about 11%
Tat transport – inhibitors of E. coli Tat protein transport. E. coli MC4100 TorA-mCherry Tat export, fluorescence. inhibition, % at 10 µM. 340,000 tested, 0.036% active;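 active = mean replicate inhibition at least 50% and at least half of replicates individually reaching 50%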;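 also: exported cargo escapes ClpAP degradation while cytoplasmic cargo is degraded and loses fluorescence; 0% = median of neutral control wells and 100% = median of NaSCN control wells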
AddAB inh – less growth of phage-infected E. coli with AddAB | E. coli expressing H. pylori AddAB, absorbance growth | inhibition, % at 11.9 µM | 330,000 tested, 0.29% active; in the data active = inhibition above about 12%;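 also: 0% = vehicle wells of infected cells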
HTR5A inv ag – inverse agonist of human HTR5A in OPRM1-OPRD1 counter-screen; HTR5A cell line, luminescence, inverse agonism; inhibition, % at 9.3 µM; 340,000 tested, 0.083% active; in the data active = inhibition mostly above about 23%, no sharp cut-off; inactive = mostly below about 18%;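 also: 0% = cells with DMSO and 100% = no-cell wells with DMSO; some compounds called inactive have numbers as strong as hits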
Ecoli viability – reduces bacterial viability in AddAB counter-screen. E. coli V3065 growth, OD600 absorbance, 18 h. inhibition, % at 11.9 µM. 330,000 tested, 0.27% active;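 active = inhibition above the campaign's mean inhibition across all tested compounds plus 3 SD, cut at about 9.9% in these data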;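 also: uninfected addAB+ strain grown without phage in ampicillin broth; 0% = DMSO wells and 100% = ciprofloxacin 0.95 µg/ml wells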
OPRM1-OPRD1 ag – agonists of human mu-delta opioid receptor heterodimerization; cells, OPRM1-OPRD1 heterodimerization, luminescence; AID 504326; 340,000 tested, 0.3% active; activation, % at 9.3 µM; in the data active = activation above about 18%;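 also: 0% = vehicle-treated cells and 100% = reference agonist; values of inactives mirror those of a sister screen read the other way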
PKA-R1A activ – PKA-R1A complex activation; P00514+P68181; PKA-R1A dissociation, Cy5-IP20 fluorescence polarization; scaled: DMSO 0%, 113 µM cGMP 100%; activation, % at 11.4 µM; 340,000 tested, 0.083% active; AID 504707;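 active = percent activation above the mean of all tested compounds plus 3 SD, cut at about 19% in these data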;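 also: higher means more PKAc released from R1A so a rise in polarization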
An asterisk follows results filed as active; / = not tested or not shown; & = joins results of further samples. Random draw from the library; any-hit rate near 2.2%.

smiles	OPRM1-OPRD1 inv	PfHsp90 yeast 2	SUMO Mot1 rescue	PKA-R2B activ	phage Ecoli inh	Tat transport	AddAB inh	HTR5A inv ag	Ecoli viability	OPRM1-OPRD1 ag	PKA-R1A activ
Cc1ccc(NC(=O)CN2C(=O)CSc3ccc(S(=O)(=O)N4CCCCC4)cc32)cc1	11	-4	165	-2	-0.8	6	3.2	17	-1.7	-2.2	-2
Cc1cc2cc(CCNC(=O)c3ccc(S(=O)(=O)N4CCOCC4)cc3)c(=O)[nH]c2cc1C	10	-12	-20	-8	/	3	-0.3	-7	-2.8	-2.5	-3
O=C(Nc1ccccc1Br)C1CC(=O)N(c2ccc3c4c(cccc24)CC3)C1 (stereo not given)	-11	-10	-7	-10	5.0	7	-0.3	-2	-1.6	1.5	5
O=C(COC(=O)c1ccccc1)Nc1ccccc1N1CCOCC1	11	5	8	5	0.6	6	-0.1	6	-1.1	-1.9	-4
COc1cc(C)cc2oc(=O)c(CC(=O)N3CCN(C(=O)C4COc5ccccc5O4)CC3)c(C)c12 (stereo not given)	9	-4	1	-3	1.3	6	0.3	4	-3.2	-1.7	-10
COc1c(C)cc(C(=O)C2CCCN(C(=O)c3snnc3C)C2)cc1C (stereo not given)	15	13	0	-6	1.1	-3	5.5	7	-0.1	-2.4	-4
Clc1ccccc1-c1nc(-c2ccncc2)no1	7	-44&-17	85&134	-3	1.6&0.5	-9&-6	0.6&-0.4	-1	1.6&-2.8	-1.6	5
CCCS(=O)(=O)N1CCCC(C(=O)N2CCN(C(=O)OCC)CC2)C1 (stereo not given)	11	-18	-4	-4	2.1	1	-1.1	-25	1.9	-2.0	2
CN(C)c1ccc(CNc2ncn[nH]2)cc1	11	8	-6	10	1.8	1	-0.7	-3	1.0	-2.5	15
COC(=O)Cc1c(C)c2ccc(OCC(=O)N(C)C)cc2oc1=O	18	4	-1	2	2.0	14	1.7	17	-1.6	-3.6	7
O=C(NCc1ccco1)c1ccc(CS(=O)Cc2cccc(Cl)c2)o1 (stereo not given)	2	13	0	-13	2.5	-8	6.0	-6	-0.3	-0.4	1
CC1CC(C)CN(C(=O)CSc2ncnc3sccc23)C1 (stereo not given)	-6	0	-21	-3	0.9	-4	0.0	-11	1.2	1.6	3
CCc1ccc(-c2cc(C)no2)cc1S(=O)(=O)Nc1cccc(CN2CCCC2)c1	0	-7	0	1	2.6	-4	-0.6	27	-0.6	0.0	2
O=C(CSc1ncnc2c1oc1ccccc12)Nc1nccs1	3	-19	13	-11	3.9	-5	-0.6	0	1.3	-0.6	3
O=C(NCc1ccco1)C1CC(c2ccc(Cl)cc2)=NO1 (stereo not given)	1	16	-4	-9	2.9	-1	3.9	-38	3.0	-0.2	-11
COC(=O)c1cc(NC(=O)CSc2ncn[nH]2)ccc1Cl	0	1	/	-7	-1.0	-17	/	-11	/	0.0	-3
CC(C)CN(C(=O)c1cccc(Cl)c1)c1c(N)n(CC(C)C)c(=O)[nH]c1=O	6	7	-9	8	3.2	-5	2.0	-12	3.1	-1.2	4
CC(C)CN1CCN(Cc2ccc(CN3CCCCC3)s2)CC1CCO (stereo not given)	4	-2	-14	-17	3.9	-2	2.7	-24	-3.4	-0.5	-8
COc1ccc(/C=C2\SC(=S)N(CCCC(=O)Nc3ccc(C(=O)O)cc3)C2=O)cc1OC	15	-5	-22	-4	-0.7	14	2.4	-8	1.5	-2.6	2
C[C@H](CO)N1C[C@H](C)[C@@H](CN(C)CC2CCCCC2)Oc2ccc(NC(=O)CCN3CCOCC3)cc2C1=O	9	12	-18	-11	1.4	2	0.2	-8	-0.3	-1.6	-1
CC(=O)Nc1ccc(S(=O)(=O)N2CCC(N3CCCCC3)CC2)cc1	-5	12	8	-8	4.8	8	4.0	10	1.3	0.7	-6
Cc1cc(C(=O)COC(=O)CCc2nc3ccccc3s2)c(C)n1C	4	15	648	2	3.1	-9	11	7	3.1	-0.7	-13
Fc1ccc(CSc2ccc(-c3cccs3)nn2)cc1	-7	-6	163	-16	2.9	-4	2.0	-16	3.8	1.2	-5
Cc1nc(Cl)c(S(N)(=O)=O)c(C)c1Cl	/	-4	-9	/	4.7	2	3.4	/	0.7	/	/
COc1cc2c(cc1OC)C(C1C(=O)CCCC1=O)N(C(=O)CCl)CC2 (stereo not given)	9	2	393	-12	0.7	-13	2.4	1	0.9	-1.9	1
O=C(O)c1ccccc1-c1ccccc1C(=O)Nc1ccccc1	8	1	13	8	0.1	1	1.7	-16	0.0	-1.9	-1
Cn1c(SCc2ccccc2Cl)nc2ccccc21	-44	-4	44	-8	4.0	3	0.2	-15	3.7	7.9	-6
O=C(NC(=S)Nc1cccc(F)c1)c1cccc([N+](=O)[O-])c1	5	-8	-28	2	-1.8	-1	1.9	-9	1.9	-1.1	1
CCCc1cc(=O)[nH]c(SC(CC)C(=O)Nc2ccccc2C#N)n1 (stereo not given)	8	-2	12	-3	0.4	-2	2.4	-27	-0.5	-1.4	-2
Cc1ccc(C)c(N2N=C(C(=O)Nc3nccs3)CCC2=O)c1	13	-1	198	-17	4.9	-4	5.0	7	-1.1	-2.8	-5
COc1ccc(C(CCN2CCCCC2)c2c(OC)cc(OC)c3c(-c4ccccc4)cc(=O)oc23)cc1 (stereo not given)	10	2	2	2	3.0	5	1.0	-7	-1.2	-1.9	-13
COc1ccc(S(=O)(=O)N2CCOCC2)cc1NC(=O)c1cccc2c(=O)c(C)c(-c3ccccc3)oc12	13	-48	1	-7	4.8	-2	2.2	12	2.5	-2.5	-11
CC(NC(=O)CCc1ccc(S(=O)(=O)NC2CCCCC2)cc1)c1ccccc1 (stereo not given)	12	-10	-5	-10	1.3	-2	4.0	-1	-3.9	-2.7	-2
Cc1ccc2ncccc2c1	7	-11	-14	1	3.4	-4	1.5	-31	0.2	-1.2	1
CN(CCOc1ccc(Cl)cc1)C(=O)C1=CC=CN2CCS(=O)(=O)N=C12	19	10	44	-8	1.1	-5	-0.3	13	1.1	-5.1	-2
COc1ccc(S(=O)(=O)N2CCC(C(=O)NC3CC3)CC2)cc1OC	19	12	-29	7	1.0	4	4.3	-24	0.1	-3.7	-6
Cc1cc(N2CCN(c3ccc(F)cc3)CC2)n2ncnc2n1	1	6	-7	-6	0.1	0	0.0	-20	1.4	-0.3	1
Cc1ccc(NCCC(=O)c2cccs2)cc1C	2	5	-12	-6	-0.6	-9	0.2	-9	-3.7	-0.4	-9
Cc1ccccc1C(=O)NC(C)C1CC2CCC1C2 (stereo not given)	3	22	10	-1	0.3	-16	1.2	-8	1.8	-0.4	-1
COc1cc(/C=N/N2CCN(Cc3ccc(Cl)cc3)CC2)cc(Br)c1O	-15	8	14	8	1.8	-1	0.2	-20	-0.9	2.6	1
CCN1CCN(c2ccc(S(=O)(=O)N3CCOCC3)cc2NC(=O)c2ccccc2SC)CC1	16	/	-8	1	1.4	0	0.5	-15	-1.6	-2.9	2
O=C(CCc1ccccc1)Nc1cc2c3c(c1)CC(=O)N3CCC2	4	/	-11	-3	3.2	-3	-0.4	-9	-2.0	-0.6	9
C(=C\c1ccccc1)/CNn1cnnc1	2	-23	5	-6	2.2	-1	0.4	7	-2.1	-0.4	7
COc1ccc(NC(=O)C(=S)NC2CCCCC2)cc1	-38	25	/	15	0.9	-2	-0.1	-5	-1.4	7.2	1
CCc1ccc(S(=O)(=O)Nc2ccccn2)cc1	5	-9	11	-13	1.3	1	2.5	-14	-0.4	-1.0	8
O=C(C1CCN(S(=O)(=O)c2cccc3nsnc23)CC1)N1CCCCC1	10	5	1	1	1.7	-1	1.1	10	1.1	-2.0	4
Nc1nonc1-c1noc(COc2ccccc2Cl)n1	4	-12	-4	-5	4.5	-6	0.6	-29	2.3	-0.7	-12
O=C(O)c1ccccc1C(=O)c1cccs1	17	9	31	-5	1.9	12	-3.0	-4	-1.0	-3.4	-8
O=C(Cc1ccccc1)Nc1cc(Cl)ccc1Sc1ccccc1	0	-8	5	-5	1.3	-11	5.2	29	1.6	0.0	-2
CCCCS/C(N)=N/N=C/c1cc(C)ccc1O	-10	3	22	-6	1.8	6	2.7	-40	1.8	1.9	-14
CCc1cccc(NC(=O)CCNS(=O)(=O)c2ccc3[nH]c(=O)oc3c2)c1	10	-9	0	8	2.5	3	0.6	-8	0.0	-1.8	-16
CC1=C(SCc2ccccc2)C(=O)c2ccccc2C1=O	-75	0	/	1	1.6	6	/	-5	/	15	2
Cc1c(NS(=O)(=O)CC23CCC(CC2=O)C3(C)C)c(=O)n(-c2ccccc2)n1C (stereo not given)	11	30	6	-3	1.7	-2	3.1	8	-1.3	-2.5	1
Cc1[nH]c(=S)sc1Cc1ccc(F)cc1	-20	-20	-3	7	5.2	2	1.7	14	-1.6	3.9	5
COc1cc2cc(C)c(Br)c(OC)c2cc1OC	4	-8	/	-3	2.5	4	/	-2	/	-0.8	-12
Cc1cc(=O)oc2cc(NC(=O)c3ccccc3C(=O)O)ccc12	18	3	38	-7	2.6	-13	1.3	0	1.9	-4.0	-2
Cc1cc(NC(=O)CSc2nnc(Nc3ccccc3F)s2)no1	1	6	329	1	1.8	1	2.5	-1	-1.6	-0.2	1
O=C(NC1CCCCC1)C1CC(=O)N(CCc2ccccc2)C1 (stereo not given)	6	20	1	0	/	-2	0.1	-19	-2.3	-1.1	-17
COc1ccc(OC)c2[nH]c(C(=O)O)cc12	0	-12	-5	-5	2.6	-10	2.3	-18	0.4	-0.1	13
CC(C)CCn1c(SCC(=O)Nc2ccccc2C(F)(F)F)nc2nccnc2c1=O	6	24	-14	6	2.7	-3	-1.3	11	1.9	-1.2	10

(list continues)
smiles	OPRM1-OPRD1 inv	PfHsp90 yeast 2	SUMO Mot1 rescue	PKA-R2B activ	phage Ecoli inh	Tat transport	AddAB inh	HTR5A inv ag	Ecoli viability	OPRM1-OPRD1 ag	PKA-R1A activ
CCOc1ccc(-c2nc(N)nc(C)c2-c2ccc(OC)c(OC)c2)c(O)c1	-1	1	9	-9	1.6	4	0.5	10	-1.6	0.3	4
CCCCOCCCNC(=O)N[C@H](C(=O)O)C(C)CC (stereo not given in full)	17	25	-6	0	2.3	2	-2.9	-9	2.0	-3.4	-13
Cc1cc(OCC(=O)Nc2cc(C(C)(C)C)on2)ccc1[N+](=O)[O-]	-34	-21	25	-1	-2.2	-5	0.8	6	0.0	6.4	-13
CC(OC(=O)C1COc2ccccc2O1)C(=O)N(C)c1ccccc1 (stereo not given)	12	12	-3	1	1.5	-4	0.0	3	-2.6	-2.3	4

Source: PubChem BioAssay (several laboratories)
